Pf Dd2 growth: inhibitors of Plasmodium falciparum Dd2 growth; P. falciparum Dd2 growth, SYBR Green, 72 h; Potency, µM (top dose mostly 28.9 µM), for the others: at the highest dose activity, negative = inhibition, hits mostly inhibitors; 120,000 tested, 4.3% active; active = well fitted inhibition curve with a large enough effect; inconclusive = small, poorly fitted or top-dose-only effect; inactive = no such curve, though single readings can be large or run the other way;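 also: plate controls were DMSO vehicle for no effect and reference drug for full effect; nearly all actives have a fitted effect of over 65% in size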
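Infected erythrocytes (Dd2, 0.3% parasitemia, 2.5% hematocrit final) are added to compound in RPMI-1640/Albumax II medium, grown 72 h at 37C in low oxygen, then lysed with saponin/Triton-X containing SYBR Green and read by fluorescence.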
Active calls of the source: *; i = inactive; ? = inconclusive; & = joins results of further samples; [ ] = another dose, or the depositor's remark. Potency is read from the fitted curve at half-maximal effect.

SMILES | Pf Dd2 growth
COCC(=O)NC[C@H]1CCN(Cc2ccccn2)C[C@H]1N(C)C | 16%
COc1ccccc1-c1noc(-c2ccc(NCc3ccccc3)c([N+](=O)[O-])c2)n1 | i
CN(CCc1ccccn1)[C@H]1[C@@H]2OC[C@@H](O2)[C@@H](NCc2ccccn2)[C@@H]1O | ?
Cc1nccn1CCN(C)C(C(=O)O)c1ccc(C(C)(C)C)cc1 (stereo not given) | -7%
COc1cc(OC)c(NC(=O)Cn2c(C)cc3nc4n(c(=O)c32)CCCCC4)cc1Cl | ?
O=[S+]1([O-])NC2(CCN(Cc3ccncc3)C2)COc2ccncc21 (stereo not given) | ?
CNC(=O)N1CCC(C2CCN(C(=O)c3c(F)cccc3Cl)C2)CC1 (stereo not given) | -5%
COc1cc(NC(=O)CSc2cc(=O)n(C)c3ccccc23)cc(OC)c1OC | i
COc1ccc(C(=O)N2CC(=O)Nc3ccc(C)cc3C2c2ccccc2)c(OC)c1 (stereo not given) | -1%
Cc1ccc(-n2c(SCC(=O)Nc3cccc(Cl)c3)nc3n[nH]c(C)c3c2=N)cc1 | 13µM*
CN1Cc2cccn2CC1CNC(=O)c1nn(C)c2ccccc12 (stereo not given) | -20%
CC1CCN(CCNC(=O)c2ccc(Cn3c(SCc4ccccc4)nc4cccnc43)cc2)CC1 | 10µM*
O=C(c1ccccc1)N1CCc2nc(C3CC3)nc(-c3ccc(Cl)cc3)c2C1 | ?
COc1ccc(Cl)cc1NC(=O)c1ccc2nc(Cc3ccccc3)oc2c1 | ?
Cc1ccc2[nH]c3c(=O)n(CC(=O)NCc4ccco4)ncc3c2c1 | 1%
Cn1c(CNCC2(COc3cccnc3)C[C@@H](O)[C@@H](O)C2)nc2ccccc21 (stereo not given in full) | 5%
Cc1cccc(Cn2cc(S(=O)(=O)c3cccc(Cl)c3)c(=O)c3cc(F)c(N4CCOCC4)cc32)c1 | ?
CS(=O)(=O)NC[C@H]1OC[C@@H](NCc2cccnc2)[C@@H]1O | 12%[44.1 µM]
O=c1n(CC2CC2)nc2n1CCN(S(=O)(=O)c1cccs1)C2 | -14%
COc1ccc(CN2CCCC3(CNc4ccccc4[S+](=O)([O-])N3)C2)cc1 (stereo not given) | ?
COc1ccc(-c2cn3c(n2)sc2cc(C(=O)NCCCN4CCCCCC4)ccc23)cc1 | 8.9µM*
CN1C(=O)[C@@H]2C[C@@H](CN2C(=O)Nc2ccccc2)Oc2ccccc21 | 19%[44.1 µM]
CC(C)Cn1c(=O)c2ccccc2n2c(CCC(=O)Nc3ccc(F)c(F)c3)nnc12 | -24%
COCCOC1CCN(C(=O)Cc2c(C)noc2C)CC1 | 5%
COc1ccc(-c2nc(N3CCOCC3)cc3c2CN(Cc2ccccc2)C3=O)cc1 | ?
COc1cccc(CC(=O)NCCn2ccn3nc(-c4cccc(OC)c4)cc3c2=O)c1 | i
COc1ccc(-n2c(CN)n[nH]c2=O)cc1OC | 7%
Cc1ccsc1C(=O)N1CCCN(C)c2ccccc21 | ?
CCC(=O)Nc1ccc2nc3c(=O)n(C)c(=O)n(C)c3nc2c1 | 2%
CCN(CC)c1ncccc1CNC(=O)COC | -6%
CSC(C)C(=O)N1CCC2(CCC(=O)N(CCc3ccccc3)C2)CC1 (stereo not given) | 3%
COc1cc(-c2ccc(C)s2)cc2c1OCCNC2 | -8%
O=C(NCCc1ccncc1)c1ccc2c(c1)N(S(=O)(=O)c1ccccc1F)CC2 | -18%
O=C(c1ccccc1F)N1CCCC2(CN[S+](=O)([O-])c3ccccc3N2)C1 (stereo not given) | i
COc1ccc(C(=O)N2CCN3C(=O)N(C4CCOCC4)C[C@H]3C2)cc1 | ?
CCOc1ccc2c(n1)CCN(C(=O)c1ccccc1OC)C2 | 20%
c1ccc(CN2CCN(c3ncnc4c3cnn4-c3ccccc3)CC2)cc1 | 10%
O=C1NC2(CCN(Cc3ccccn3)C2)Oc2ccccc21 (stereo not given) | -8%[44.1 µM]
C=CCN(C)C(=O)C[C@@H]1c2nc(NC(=O)c3c(F)cccc3F)sc2C[C@@H]2[C@](C)(CO)[C@H](O)CC[C@]21C | ?
CCOc1ccc(-n2nc3cc(C)c(NC(=O)c4cc(OCC)c(OCC)c(OCC)c4)cc3n2)cc1 | ?
CCn1cc2c(n1)-c1c(oc(C(=O)Nc3cccc(C)c3C)c1C)CC2 | 3%
CC(C)C[C@@H]1N[C@H](C(=O)NCc2cccnc2)Cc2c[nH]c3cccc1c23 | ?
O=C(c1ccc(CC2CCN(C(=O)c3ccccn3)CC2)cc1)N1CCOCC1 | -14%
O=C(O)CCC(=O)N1CCC2(Cc3ccccc3N(C(=O)c3ccc(Cl)cc3)C2)C1 (stereo not given) | i
CN1C[C@@H](NC(=O)NC2CCCCC2)C[C@H]1c1nc(-c2cnccn2)no1 | -4%[44.1 µM]
Cc1ccc(CN(Cc2cccn2-c2nnc(N3CCCC3=O)s2)C(=O)Nc2ccccc2Cl)cc1 | 11µM*
O=S(=O)(c1cccc2ccccc12)N1CCN(c2ccc(Cl)c(Cl)c2)CC1 | -16%
Cc1ccc(Cl)cc1NC(=O)Nc1cccc(OCc2cc(=O)n3ccccc3n2)c1 | 35%
Cc1cc(C)nc(-n2nc(C)c3c2N(C)C(=O)CC3c2ccc(Cl)cc2)n1 (stereo not given) | 11%
COCCNC(=O)C(C)[C@@H]1CC[C@@]2(C)CC[C@H](NC(=O)c3cccc(F)c3)[C@@H](C)[C@@H]2[C@H]1O (stereo not given in full) | ?

Next structures.
SMILES | Pf Dd2 growth
CCc1ccccc1NC(=O)CN1C(=O)c2ccccc2Sc2ncccc21 | i
CN1C[C@H](O)C[C@H]1c1nnc2n1CCN(C(=O)Cc1ccccc1)CC2 | 6%
Cc1nc(CN2Cc3nc(OCc4ccc(F)cc4)ccc3OCC2=O)cs1 | ?
COc1cccc(C(=O)NC[C@@H]2CC[C@H]3C[C@@H]2C3(C)C)c1 | 11µM*
Cc1cccc(NC(=O)c2cnc3sc(N4CCCC4)nn3c2=O)c1C | 12%
CCN(C(=O)Cn1nc(Cc2ccncc2)c2ccccc2c1=O)c1cccc(Cl)c1 | 11µM*
Cc1oc(-c2ccc(Cl)cc2)nc1CS(=O)CC(=O)N1CCN(c2cccc(C(F)(F)F)c2)CC1 (stereo not given) | i
COc1cccc2c1OCC(CNC(=O)c1ccccc1N1CCCC1)C2 (stereo not given) | -18%
COc1ccc2[nH]c3c(c2c1)CCNC31CCN(C(=O)COc2ccc(F)cc2)CC1 | i
CCc1cccc(C)c1NC(=O)CN1CCCN(Cc2ccc(C)cc2)S1(=O)=O | 29%
CN(Cc1ccccc1)C(=O)CCS(=O)(=O)c1cc(Br)cc2c1N(C(=O)C1CC1)CC2 | ?
CN1CCC(Oc2ccc(NC(=O)C3(c4ccccc4)CC3)cn2)CC1 | i
COc1ccc(NC(=O)N2C[C@@H]3C[C@H](C2)c2c(NC(=O)CSC)ccc(=O)n2C3)cc1 | 29%
COc1ccccc1-c1noc(-c2ccc(N3CCOCC3)c([N+](=O)[O-])c2)n1 | ?
Cc1cccc(N2CCN(C(=O)CS(=O)(=O)c3cccc4nsnc34)CC2C)c1 (stereo not given) | 20%
CC1=C[C@@H](CNS(C)(=O)=O)[C@H](C(C)C)C[C@H]1Cc1nc2ccccc2[nH]1 | -21%[44.1 µM]
Cc1ccc(Oc2c(C(F)(F)F)oc3c(CN4CCCCC4)c(O)ccc3c2=O)cc1 | 3.5µM*
O=C(Nc1cccnc1)c1cc(-c2ccccc2F)cc2c1OCCN2Cc1cccnc1 | ?
Cc1c(Cl)cccc1-n1c(SCC(=O)NCc2ccccc2)nc2n[nH]c(C)c2c1=N | ?
Cc1ccc(CNC(=O)Cn2ccn(-c3ccc(F)cc3)c(=O)c2=O)cc1 | -8%
Cc1ccc(C)c(C(O)Cn2ccn3nc(-c4cccs4)cc3c2=O)c1 (stereo not given) | ?
CC(C)CNC(=O)N1CC(Oc2ccc(-c3noc(C4CCOCC4)n3)cc2)C1 | -4%
CCCCN1C(=O)c2[nH]nc(-c3ccccc3O)c2C1c1ccc(OCc2ccccc2)cc1 (stereo not given) | 1.4µM*
CCOC(=O)c1c(NC(=O)c2cc(Cl)ccc2Cl)sc2c1CCCC2 | i
O=S(=O)(NCCc1csc(-c2ccc(F)cc2)n1)c1ccc(F)cc1F | -18%

2 entries from above, field by field:
> COc1cccc(CC(=O)NCCn2ccn3nc(-c4cccc(OC)c4)cc3c2=O)c1
- Pf Dd2 growth = i

> COc1ccc(-n2c(CN)n[nH]c2=O)cc1OC
- Pf Dd2 growth = 7%

New compounds follow:
SMILES | Pf Dd2 growth
Cc1ccc(S(=O)(=O)N2CCC(CC(=O)NCc3ccccc3)C2)c(C)c1 (stereo not given) | i
Cc1ccc2nc(N3CCC(C(=O)N4CCN(c5cccc(C)c5C)CC4)CC3)[nH]c2c1 | -7%
COc1cccc(CC(=O)N2CCC3(CC2)CC(OC)CCO3)c1 (stereo not given) | 49%[activator]
CC(C)CC(NC(=O)c1cccc(-n2cnnc2)c1)c1ncnn1C (stereo not given) | -16%
Cc1ccc(Cn2cnc3nc4c(cc3c2=O)CC(C)CC4)cc1 (stereo not given) | 12%
Cc1ccc(N(CC(=O)Nc2cc(C)cc(C)c2)S(=O)(=O)c2cccc3nonc23)cc1 | 18%
Cc1nn(C(=O)COc2ccc(Cl)cc2)c(C)c1Sc1ccccc1 | 41%[activator]
COc1cc(OC)cc(-c2nc(-c3cccc(C)c3)no2)c1 | 53%[activator]
O=C(NCc1ccccc1)O[C@@H]1CO[C@H]2[C@@H]1OC[C@@H]2Nc1nccc(-c2ccc3c(c2)OCO3)n1 | i
COc1ccc(CCC(=O)NCCC2CCN(C(=O)Nc3cc(F)ccc3F)CC2)cc1 | ?
CCN1CCN(C(c2ccc(C)cc2)c2sc3nc(-c4ccco4)nn3c2O)CC1 (stereo not given) | 10%
CC(C)(c1nc(-c2cccnn2)no1)n1cccc1 | -3%
CCOc1ccc(NC(=O)Cn2c(-c3cnccn3)nc(C)c(CCO)c2=O)cc1 | i
Cc1cc(=O)n(Cc2ccc(Cl)cc2)c2c1c(C)nn2-c1ccccc1 | ?
COc1ccc(Br)cc1CNC(=O)CSc1cc(=O)n(C)c2ccccc12 | 32%[activator]
Cc1ccc(NC(=O)CN2C=NS(=O)(=O)c3ccccc32)c(C)c1 | -10%
COc1cccc(C(=O)NCCC2CCN(C(=O)Nc3ccc(C)c(F)c3)CC2)c1 | -29%
CN(Cc1nc2ccsc2c(=O)[nH]1)C(=O)C1NCCc2[nH]cnc21 (stereo not given) | -11%
COc1cc(C)c2c(c1C)C[C@H](C(C)C(=O)N1CCSCC1)CC2 (stereo not given in full) | -25%[44.1 µM]
O=S(=O)(NC[C@H]1O[C@@H](CO)[C@@H](O)[C@H]1N1CCN(c2ccccn2)CC1)c1ccccc1 | -1%
CCOC(=O)c1c(C)oc2nc(C)nc(NCc3ccc(F)cc3)c12 | ?
CC1=C[C@@H](CNC(=O)c2ccc(F)cc2)[C@H](C(C)C)C[C@H]1Cc1nnc(-c2ccncc2)o1 | ?
CCOc1ccc(NC(=O)Cn2c(=O)n(-c3ccccc3)c(=O)c3c2cc(C)n3C)cc1 | ?
O=C1NC(=NC2CCCCC2)C2(CCN([S+](=O)([O-])c3ccccc3)CC2)N1c1cccnc1 | -2%&9%
O=C(Nc1ccc(Cl)cc1)C1CC(=O)N(c2n[nH]c3cccc(F)c23)C1 (stereo not given) | -2%

Of the compounds above, four contain a furan ring, fused or not.
SMILES | Pf Dd2 growth
Cc1ccc2[nH]c3c(=O)n(CC(=O)NCc4ccco4)ncc3c2c1 | 1%
CCn1cc2c(n1)-c1c(oc(C(=O)Nc3cccc(C)c3C)c1C)CC2 | 3%
CCN1CCN(C(c2ccc(C)cc2)c2sc3nc(-c4ccco4)nn3c2O)CC1 (stereo not given) | 10%
CCOC(=O)c1c(C)oc2nc(C)nc(NCc3ccc(F)cc3)c12 | ?

Arranged by length of the SMILES (highest first): part of the list above
SMILES | Pf Dd2 growth
O=S(=O)(NC[C@H]1O[C@@H](CO)[C@@H](O)[C@H]1N1CCN(c2ccccn2)CC1)c1ccccc1 | -1%
Cc1ccc(N(CC(=O)Nc2cc(C)cc(C)c2)S(=O)(=O)c2cccc3nonc23)cc1 | 18%
CC(C)CC(NC(=O)c1cccc(-n2cnnc2)c1)c1ncnn1C (stereo not given) | -16%

Next records follow.
SMILES | Pf Dd2 growth
COCC(=O)N1CCC(Oc2ccccc2-c2nc(C3CCOCC3)no2)C1 (stereo not given) | i
O=C(Nc1ncc(-c2cccc(F)c2)c2c1OCC2)c1ccc(Cl)cc1 | ?
CN(Cc1cnccn1)C(=O)[C@H]1CCC[C@@H](O)C1 | ?
O=C(c1cccs1)N1CCCc2cc(NS(=O)(=O)c3ccc(Cl)cc3)ccc21 | 6%
CSCc1ccc(N2CCC(C(C)N3CCCC3)CC2)nc1 (stereo not given) | -19%
CCN(C(=O)Cn1nc(Cc2ccncc2)c2ccccc2c1=O)c1cccc(C(F)(F)F)c1 | ?
COc1cccc(CC(=O)N2CC(CO)C3(CCNCC3)C2)c1 (stereo not given) | 39%[activator]
Cc1cccc(N2CCN(c3ncnc4onc(-c5ccc(F)cc5)c34)CC2C)c1 (stereo not given) | -9%
O=C(NC[C@H]1OC[C@@H](NC2CCCC2)[C@@H]1O)c1cccs1 | -17%[44.1 µM]
CN(c1ccccc1)S(=O)(=O)c1nnc(NC(=O)C2CCCCC2)s1 | -10%
Nc1cccc(-c2cn(C[C@H]3CC4CCN3C[C@@H]4C(=O)NCc3ccccc3)nn2)c1 (stereo not given in full) | ?

Not all compounds are listed; count on the stated rates, not on these rows.
